Screening results from PubChem BioAssay.
ALOX12 inh = Primary qHTS assay for inhibitors of human arachidonate 12S-lipoxygenase (ALOX12): Round 2; Polyunsaturated fatty acid lipoxygenase ALOX12 (Homo sapiens), P18054; purified 12hLO, xylenol orange hydroperoxide absorbance; Potency, µM (series often up to 108 µM), inactives show top-dose activity change, negative = inhibition, hits mostly inhibitors; actives 1.1% (n = 580,000); active means well fitted inhibition curve with a large enough effect; inconclusive means small, poorly fitted or top-dose-only effect, or another doubt; inactive means no such curve, though single readings can be large or run the other way
Target sequence (P18054 whole entry, looked up): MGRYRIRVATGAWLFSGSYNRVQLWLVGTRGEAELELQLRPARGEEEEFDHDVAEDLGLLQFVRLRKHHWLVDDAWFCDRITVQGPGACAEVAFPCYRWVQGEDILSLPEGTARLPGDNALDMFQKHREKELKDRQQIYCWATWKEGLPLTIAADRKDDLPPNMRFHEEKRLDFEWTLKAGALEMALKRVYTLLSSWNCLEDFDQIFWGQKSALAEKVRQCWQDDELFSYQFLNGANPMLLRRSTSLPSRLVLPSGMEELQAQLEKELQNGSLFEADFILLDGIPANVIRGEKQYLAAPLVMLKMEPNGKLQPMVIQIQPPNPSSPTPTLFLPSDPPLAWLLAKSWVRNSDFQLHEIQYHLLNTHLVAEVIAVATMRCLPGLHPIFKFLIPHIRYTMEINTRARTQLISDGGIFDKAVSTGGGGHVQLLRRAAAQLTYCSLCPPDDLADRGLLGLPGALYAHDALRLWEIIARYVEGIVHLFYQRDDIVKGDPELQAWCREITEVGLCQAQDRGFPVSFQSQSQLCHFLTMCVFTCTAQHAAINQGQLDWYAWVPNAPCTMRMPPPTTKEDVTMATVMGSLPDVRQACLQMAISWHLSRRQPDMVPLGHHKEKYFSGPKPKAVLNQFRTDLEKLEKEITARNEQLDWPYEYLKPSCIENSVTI
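Purified human 12hLO (150 nM final) in 25 mM Hepes, 0.01% Triton X-100, pH 7.0 was preincubated 15 min at room temperature with compound. Then 40 uM arachidonic acid was added, 30 min. Hydroperoxide was read by Fe-XO absorbance ratio 573/405 nm.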
An asterisk follows results filed as active; ? = inconclusive; [ ] = dose if it differs, or a comment. On the % scale 0 is the no-effect control and ±100 the full control effect; potency means the concentration at half of the fitted maximal effect. These rows are one share of the data, so the mix of outcomes need not match the whole.

Sample of the layout:
SMILES	ALOX12 inh
Cc1nc2nc(N(Cc3ccccc3)C(=O)c3ccco3)[nH]n2c(=O)c1Cc1ccccc1Cl	?
COCC1(C(=O)N2CCOC(c3ccc4cc(OC)ccc4c3)C2)CCC1 (stereo unspecified)	2.5%

This part in full, previewed entries included:
SMILES	ALOX12 inh
Cc1nc2nc(N(Cc3ccccc3)C(=O)c3ccco3)[nH]n2c(=O)c1Cc1ccccc1Cl	?
COCC1(C(=O)N2CCOC(c3ccc4cc(OC)ccc4c3)C2)CCC1 (stereo unspecified)	2.5%
CCNC(=O)N[C@H]1[C@H](O)[C@@H](N(C)CCc2ccccn2)[C@@H]2OC[C@H]1O2	34.9%[activator][176 µM]
Cc1cccc(C)c1NC(=O)C(CCc1ccccc1)N1CCN(C)CC1 (stereo unspecified)	1.6%
CC(NC(=O)Cc1cccn1-c1cccc(Cl)c1)c1ccccn1 (stereo unspecified)	-16.3%
O=C(NC1CCN(C(=O)N2CC3CC(C2)[C@H]2CCCC(=O)N2C3)CC1)c1cccnc1 (stereo partly specified)	31.8%[activator]
C[C@H](NC(=O)C1CC(=O)N(c2ccc(F)cc2)C1)C(=O)NCCc1c[nH]c2ccccc12 (stereo partly specified)	44.2%[activator]
CC(=O)Nc1ccc(NC(=O)COC(=O)c2oc3ccccc3c2C)cc1	-23.4%
O=c1[nH]nc2n1CCN(Cc1ccc(OC(F)(F)F)cc1)CC2	11.6%
O=C(NCC1CCN(c2cc(-c3ccc(F)cc3)[nH]n2)CC1)c1ccc[nH]c1=O	3.3%
O=c1[nH]c(N2CCOCC2)nc2c1CCN(Cc1ccc(F)c(Cl)c1)CC2	8.9%
Cc1ccc(C(=O)OCCCN(C)C)cc1	-0.7%
OCc1ccc(CN(Cc2ccc(CO)o2)C2(Cc3cc(-c4ccccc4)on3)COC2)o1	7.2%
CCN1C(=O)CCN(C(=O)NC2CCCCC2)CC12CCOCC2	20.3%
COC(=O)[C@@H]1Cc2ncn(Cc3ccc(OC)cc3)c2CN1C(=O)CC(C)(C)C	40.9%[activator][176 µM]
CC1=NOC2(CCN(C(=O)c3ccc(C)cc3)CC2)C1	10.5%[176 µM]
CC(NC(=O)C12CC3CC(CC(C3)C1)C2)C(=O)NC(C)(C)CO (stereo unspecified)	-1.1%
O=C(NCCNc1ncccn1)NCc1ccccc1	54.4%[activator]
COC(=O)C(N)Cc1ccc2ccccc2c1 (stereo unspecified)	-26.3%
Cc1ccc(N2C(=O)N(Cc3ccc4c(c3)OCO4)c3ccccc3S2(=O)=O)cc1	-10.0%
CN(Cc1ccc(Cl)cc1)Cc1ccccc1C(F)(F)F	69.9%[activator][176 µM]
Cc1ccc(C(=O)Nc2ccccc2-c2nc(Cc3ccccc3)no2)cn1	8.3%
COc1ccc(-c2cc(NC(=O)c3c(C)noc3C(C)C)ccc2OC(F)F)cc1	3.2%
CN(C(=O)c1cc2cccc([N+](=O)[O-])c2[nH]1)C1CCCCCC1	?
O=C(NC[C@@H]1C[C@H](F)CN1)c1ccc(-c2cn(-c3ccccc3)cn2)cc1	?

New compounds follow:
SMILES	ALOX12 inh
C#CCN(C)CC[C@@H]1CC[C@H](O)[C@@H](C(=O)Nc2ccccc2)O1	82.3%[activator][176 µM]
O=C(c1cccs1)N1CCC2(CC1)CN(Cc1ccccc1)CC2CO (stereo unspecified)	26.9%
CN(CC(=O)N1CCN(c2ccccc2C#N)C(=O)C1)Cc1ccccc1F	?
COC[C@@H]1CN(C(=O)CCc2ccccc2)C[C@H]1C(N)=O	32.0%
COc1ccc(N2C(=O)c3ccccc3NC(=O)C2C(=O)NCC(C)C)cc1 (stereo unspecified)	-2.2%
OC1(c2csc(CN3CCc4ccccc4C3)n2)CCN(Cc2ccccc2F)CC1	45.6%[activator]
COC(=O)c1c(C)cccc1NCC(=O)NC(=O)NC(C)C	?
CCOc1cc(=O)n2c(c1C(=O)Nc1ccccc1C)CCCC2	42.4%
Cc1ccc(C(=O)NCCCN(C)CC(F)(F)F)cn1	7.7%
COc1ccc(C(C)=O)cc1CN1CCN(C/C=C/c2ccccc2)CC1	-3.9%
CC(NC(=O)CN1CSCC1=O)c1ccc(F)cc1F (stereo unspecified)	1.7%
COc1cc(C2C3=C(CCCC3=O)Nc3nc(SCc4ccccc4Cl)[nH]c(=O)c32)ccc1O (stereo unspecified)	?
Cc1ccc(NC(=S)NCCc2ccc(F)cc2)cc1C	-3.4%
CCn1c(CO)nnc1C1CC(NC(=O)Cn2cnc3ccccc3c2=O)C1 (stereo unspecified)	26.2%
CS(=O)(=O)N(C1CCOCC1)C1CNC1	46.3%[activator]
C=CCNC(=O)c1cc2cccnn2n1	31.8%[176 µM]
CNC(=O)N1CCC(C2CCN(C(=O)c3ccccc3C(F)(F)F)C2)CC1 (stereo unspecified)	4.2%
CCc1ncc(C(=O)N2CCCC(Cc3nc4ccccc4[nH]3)C2)cn1 (stereo unspecified)	3.5%
Cc1ccc(-c2ccc3nnc(CNC(=O)c4cc(F)ccc4F)n3n2)cc1	4.1%
CCOC(=O)c1nc2ccccc2nc1NCCc1ccc(OCC)c(OCC)c1	5.1%
Cc1cccc(COc2ccc3c(C)cc(=O)oc3c2)c1	11.2%
COc1ccc(Cn2nc(-c3ccc(F)cc3OC)ccc2=O)cc1	?
COCCCNc1nccc(C2(c3ccccc3Cl)CCNCC2)n1	?
O=C(CCc1c[nH]c2ccccc12)Nc1ccc(F)c(Cl)c1	?
CN(Cc1ccccc1)C(=O)Cn1c2c(c(=O)n1Cc1ccccc1)CCN(Cc1ccccc1)C2	6.3%

The results go on.
SMILES	ALOX12 inh
O=c1c(-c2cccnc2)nc2ccccc2n1C(CCc1ccccc1)c1nc2ccccc2[nH]1 (stereo unspecified)	0.5%
Cc1cc(C)n(-c2nc3ccccc3nc2Nc2ccc(Cl)cc2)n1	-20.3%
CCCOc1ccc(CNC(=O)CS(=O)(=O)Cc2nc(-c3ccccc3C)oc2C)cc1	-5.0%
C=CCN1[C@@H](Cc2ccccc2)COc2cc(N3CCSCC3)ccc2S1(=O)=O	14.5%
COC(=O)[C@]12C[C@H](CC(=O)N3CCN(C(=O)c4ccco4)CC3)C(=O)N(CCC3=CCCCC3)C1=C[C@H](C(C)(C)C)O[C@@H]2C	-2.2%
CCCNC(=O)C(C)Sc1nc2ccc(F)cc2c(=O)[nH]1 (stereo unspecified)	11.8%
Cc1ncc(S(C)(=O)=O)c(NCCCNc2cccnc2)n1	12.8%
CC(C)c1cc(C(=O)N[C@@H]2COCC[C@@H]2Oc2cccc(F)c2)nc(N)n1	0.8%
CC(C)(C)CC(=O)NC[C@H]1OC[C@@H](NC2CCC(F)(F)CC2)[C@@H]1O	3.9%[176 µM]
O=C(Nc1c(NC2CCCCC2)c2ccccc2oc1=O)c1ccc2c(c1)OCO2	?
CCOc1cc(=O)n2c(c1C(=O)NCCCOC(C)C)CCCCC2	11.4%
COc1cccc(CNC[C@H]2O[C@H](Cc3cc(-c4ccccn4)on3)CC[C@@H]2O)c1	23.1%[176 µM]
CC(=O)Nc1ccc(NC(=O)c2cc3n(n2)CC(c2ccc(Br)cc2)OC3)cc1 (stereo unspecified)	8.4%
OCCOc1ccccc1CN1CCCC(N2CCN(c3ccccc3)CC2)C1 (stereo unspecified)	34.6%[activator]
CCc1cccc2c(C(=O)Cn3cc(S(=O)(=O)N(CC)CC)ccc3=O)c[nH]c12	?
CCc1cccc(NC(=O)c2nnn3cc(C)[nH]c(=O)c23)c1	9.1%
CCCCCCCCN1C(=O)[C@@H](CC(=O)N2CCN(C(=O)C3CC3)CC2)C[C@@]2(C(=O)OC)C1=C[C@H](C1CCCC1)O[C@@H]2C	?
CCN(CC(=O)NC(C)(C)C)Cc1cccc2cccnc12	7.3%
O=C(NCC1CN(Cc2ccncc2Cl)CC12CN(c1ccccc1)C2)c1ccccc1 (stereo unspecified)	43.1%[activator]
CC1(C)CC(CC(=O)N2CCN(Cc3ccccc3)CC(O)C2)CC(C)(C)N1 (stereo unspecified)	-0.4%
N#Cc1ccsc1NC(=O)CSc1nnc(-c2ccccc2F)n1C1CCCCC1	1.9%
CC(C)c1ccc(C2/C(=C(\O)c3ccc4c(c3)OCCO4)C(=O)C(=O)N2c2nccs2)cc1 (stereo unspecified)	0.794µM*
Cn1c([C@H]2CCN(S(=O)(=O)Cc3ccccc3)C2)nc2ccccc21	?
COCCNc1ncc(-c2ccc(SC)cc2)c2c1OCC2	11.1%[176 µM]
O=C1Nc2ccccc2CN(Cc2ccc(Cl)cc2)C12CCNCC2	?

As a working copy, 3 of the compounds above:
SMILES	ALOX12 inh
Cn1c([C@H]2CCN(S(=O)(=O)Cc3ccccc3)C2)nc2ccccc21	?
COCCNc1ncc(-c2ccc(SC)cc2)c2c1OCC2	11.1%[176 µM]
O=C1Nc2ccccc2CN(Cc2ccc(Cl)cc2)C12CCNCC2	?

Back to the main list with the 7 entries that preceded the break.
SMILES	ALOX12 inh
O=C(NCC1CN(Cc2ccncc2Cl)CC12CN(c1ccccc1)C2)c1ccccc1 (stereo unspecified)	43.1%[activator]
CC1(C)CC(CC(=O)N2CCN(Cc3ccccc3)CC(O)C2)CC(C)(C)N1 (stereo unspecified)	-0.4%
N#Cc1ccsc1NC(=O)CSc1nnc(-c2ccccc2F)n1C1CCCCC1	1.9%
CC(C)c1ccc(C2/C(=C(\O)c3ccc4c(c3)OCCO4)C(=O)C(=O)N2c2nccs2)cc1 (stereo unspecified)	0.794µM*
Cn1c([C@H]2CCN(S(=O)(=O)Cc3ccccc3)C2)nc2ccccc21	?
COCCNc1ncc(-c2ccc(SC)cc2)c2c1OCC2	11.1%[176 µM]
O=C1Nc2ccccc2CN(Cc2ccc(Cl)cc2)C12CCNCC2	?
COc1ccc(OC)c(CCNC(=O)c2ccc(N3C(=O)CCS3(=O)=O)cc2)c1	8.3%
CCOc1ccc(C(=O)N2CCC3(CC2)N=C(c2ccc(Cl)cc2)NO3)cc1	13.4%
O=C(Cc1ccc(F)cc1)NCCNC(=O)c1cc(=O)[nH]c2ccccc12	-20.3%
Cc1ccc(-c2cc3c(=O)n(CCNC(=O)c4cccc(Cl)c4)ccn3n2)c(C)c1	-1.5%
CCCOc1ccc(C(=O)Nc2cccc3ccc(C)nc23)cc1	0.7%
Nc1nc(Nc2ccc(Cl)c(Cl)c2)nc(-c2cc3ccccc3o2)n1	?
Cc1cc(NC(=O)N2C[C@@H](F)C[C@H]2C(=O)N2CCCCC2)ccc1Br	21.5%
CCCC(=O)Nc1ccc2c(N3CCOCC3)ncnc2c1	29.2%
CCn1cc(S(=O)(=O)N2C[C@@H](C(N)=O)[C@H](c3n[nH]c(C)n3)C2)cn1	?
Cc1nc2cc(F)ccc2cc1C(=O)N1CCC(C)c2ccccc21 (stereo unspecified)	-8.2%
CCc1nc(NCCOC)c(C#N)c2c1CCCC2	17.5%
Cc1noc(C)c1C(=O)N1CCN(c2cc(Cl)ncn2)C(=O)C1	?
CCn1cc(Cl)c(C(=O)N2CCc3c(nc(-c4ccccc4)[nH]c3=O)C2)n1	33.7%[activator]
NCCn1cc(C(=O)NCc2cccnc2Oc2cccc(C(F)(F)F)c2)nn1	25.8%
COc1ccccc1C(=O)NC1CC(=O)N(c2cccc(F)c2)C1 (stereo unspecified)	5.6%
O=C(O)C1CCCN1/C=C/C(=O)C(F)(F)F (stereo unspecified)	?
COC[C@@H]1CN(C(=O)Cn2ccc(C)n2)C[C@H]1c1ccccn1	37.6%[activator]
Cc1ccccc1C(=O)O/N=C/c1ccc(Br)cc1	10.4%
COc1cccc(Oc2coc3cc(OC(=O)c4cccc(OC)c4)ccc3c2=O)c1	-25.9%
CNC(=O)c1ccc(NS(=O)(=O)c2ccc(NC(C)=O)cc2)cc1	-0.5%
Cc1ccnc(Nc2nc(-c3ccccc3)c3cc(Cl)ccc3n2)n1	?
O=C1Cc2cc(C(=O)CSc3nnc(-c4ccc(O)cc4)o3)c(Cl)cc2N1	?
CCCN(Cc1cc2ccc(C)cc2[nH]c1=O)S(=O)(=O)c1ccc(Cl)cc1	3.4%
CCCNC(=O)CNC(=O)c1ccc(NC(=O)C2CC2)s1	-4.7%
O=C(CSc1ncnc2sc3c(c12)CCC3)Nc1ncc(C(F)(F)F)cc1Cl	?

Next section:
SMILES	ALOX12 inh
O=C(Nc1ccncc1)c1ccc(SC(F)(F)F)cc1	-6.9%
CCC/C(=N\NC(=O)C(O)(c1ccc(C)cc1)c1ccc(C)cc1)c1ccccc1	?
Cc1noc(C)c1S(=O)(=O)N1CCCN(S(=O)(=O)c2ccccc2)CCC(=O)NCC1	5.0%
COC(=O)[C@@H]1Cc2c([nH]c3ccccc23)[C@H]2C[C@@H](N3CCOCC3)C[C@@H](c3ccccc3)N21	49.5%[activator]
CC(CC(=O)Nc1ccc(O)cc1)(C(=O)O)c1ccccc1 (stereo unspecified)	?
O=C(O)CS/C(=C/c1ccc2ccccc2c1)c1nc2ccccc2s1	-7.2%
COc1ccccc1-c1cc(C(=O)NC(C)C)c2cnn(C)c2n1	39.7%[activator][176 µM]
COc1ccc(/C=N/OCc2cc(Cl)c3c(c2)OCO3)cc1OC	?
CC(=O)NC1(C)CCN(Cc2ccc(-c3ccc4c(ccn4C)c3)cc2)C1 (stereo unspecified)	?
O=C(CC1CCOC2(CCN(S(=O)(=O)Cc3ccccc3)CC2)C1)N1CCOCC1 (stereo unspecified)	0.0%
C[C@@H](O)CNC(C)(C)CC(=O)N[C@@H]1CCc2ccccc2N(Cc2ccc(-c3ccccc3-c3nn[nH]n3)cc2)C1=O	40.0%[activator]
CN(CCS(=O)(=O)c1ccccc1)Cc1ccccc1	1.0%
CCc1ccc(S(=O)(=O)c2nnn3c2nc(N2CCCCC2)c2ccccc23)cc1	1.7%[6.33 µM]
CC(NCc1ccccn1)C12CC3CC(CC(C3)C1)C2 (stereo unspecified)	?
COc1cccc(-c2cc(C(=O)NC(C)(C)C)c3ccccc3n2)c1	-16.4%
CC(OC(=O)C1CCC1)C(=O)NC(N)=O (stereo unspecified)	?
